# From PubChem
# P. falciparum M17LAP: P. falciparum M17LAP inhibitors, primary screen, biochemical, fluorogenic H-Leu-NHMec substrate, 1536-well (AID 1619); recombinant M17LAP, H-Leu-NHMec fluorogenic kinetic assay; higher % means a stronger effect; inhibition, % at 30 µM, or IC50 in µM where a hit was titrated; actives 0.38% (n = 220,000);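 active = compound inhibiting the enzyme by more than half at any dose during confirmatory dose-response retesting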;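 note: plate controls were full reaction with DMSO carrier for no effect and no enzyme background for full effect; strong numbers were not always called active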
# GPR55 beta-arrestin: selective activators of receptor GPR55 – imaging, U2OS cells, beta-arrestin-GFP redistribution, primary screen (AID 1961) | activation, % at 10 µM; hits with a dose series show EC50 in µM | actives 0.048% (n = 290,000) | U2OS GPR55 beta-arrestin-GFP redistribution imaging; higher % means a stronger effect;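 active = activation above 40% with more than 50 cells counted in the well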;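 note: U2OS osteosarcoma cells stably expressing GPR55 and beta-arrestin-GFP; plate controls were DMSO negative control for no effect and LPI positive control for full effect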
# M1AAP inhibition: P. falciparum M1AAP inhibitors, biochemical, fluorogenic H-Leu-NHMec substrate, 1536-well (AID 1445); actives 0.42% (n = 220,000); recombinant M1AAP, H-Leu-NHMec fluorogenic kinetic assay; higher % means a stronger effect; one-dose inhibition, % at 30 µM; IC50 in µM for titrated hits;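 active = primary inhibition above the hit cutoff, then over 50% inhibition at one or more dose response concentrations, cut at about 23% in these data, passing the limit was not always enough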;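 note: plate controls were DMSO full reaction for no effect and no enzyme background for full effect; strong numbers were not always called active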
# KOR beta-arrestin-1: KOR agonists, beta-arrestin recruitment, primary screen, cell-based, luminescence, uHTS (AID 1777). KOR beta-arrestin recruitment, luminescence; higher % means a stronger effect. one-dose activation, % at 10 µM; EC50 in µM for titrated hits. actives 0.02% (n = 280,000); in the data active = activation above about 50%, passing the limit was not always enough; note: a part of the inactive calls stands beside numbers as strong as those of hits
# HEK293 NOD2/NF-kB: inhibition of NOD2-driven NF-kB reporter – cell-based, luminescence, uHTS, HEK293 (AID 1566); HEK293 NOD2/NF-kB luciferase reporter, luminescence; higher % means a stronger effect; actives 0.63% (n = 290,000); inhibition, % at 4 µM, or EC50 in µM where a hit was titrated; note: many of its hits are not listed in these tables
# NOD1 inhibition: inhibition of NOD1-driven NF-kB reporter – cell-based, luminescence, uHTS, primary screen (AID 1578). NOD1-driven NF-kB luciferase reporter cells, luminescence; higher % means a stronger effect. actives 1% (n = 290,000). inhibition, % at 4 µM, or EC50 in µM where a hit was titrated; in the data active = inhibition mostly above about 36%, no sharp cut-off; inactive = mostly below about 34%;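 note: HEK-293T reporter cells stimulated with the NOD1 agonist gamma-tri-DAP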
# Dynein transport: blocks dynein driven cargo transport along microtubules. z-score, hits read low. AID 1381. 3617.4 mouse cells, GR-EGFP nuclear translocation imaging; test concentration mostly 20 µM; stimulated with dexamethasone, 1 µM; active compounds read low. actives 0.47% (n = 220,000);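 active = plate z-score of nuclear minus cytoplasmic receptor signal below a set negative limit, without overly bright fluorescence or cell loss, cut at about -3.5 in these data, passing the limit was not always enough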;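 note: z-score of nuclear minus cytoplasmic ring GR-EGFP intensity difference per well; some compounds called inactive have numbers as strong as hits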
#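 Buffer or medium: tet-free, stripped-serum medium; reagent: dexamethasone at 1.0 µM final, 30 min; incubation: 48 h induction, 1 h compound, 30 min dex at 37 °C; measured by: formaldehyde fixation, Hoechst nuclear stain, 10x automated fluorescence imaging; read-out: nuclear-to-cytoplasmic GR-EGFP distribution per well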
# AID2073: inhibitors of Mint1-CaV2.2 protein interaction, biochemical, HTRF (AID 2073); HTRF protein-protein interaction, Mint1-CaV2.2; higher % means a stronger effect; actives 0.19% (n = 290,000); inhibition, % at 20 µM; hits with a dose series show IC50 in µM; in the data active = inhibition mostly above about 51%, no sharp cut-off; note: some results filed as inactive read as strong as hits
# KOR beta-arrestin-2: KOR antagonists, beta-arrestin recruitment, cell-based, luminescence, uHTS (AID 1778); actives 0.091% (n = 290,000); one-dose inhibition, % at 10 µM; IC50 in µM for titrated hits; KOR beta-arrestin recruitment, luminescence, antagonist mode; higher % means a stronger effect; note: strong numbers were not always called active
# Dynein transport cytoplasmic EGFP: further read-out of Dynein transport, marked with its call; z-score; measured here: cytoplasmic GR-EGFP intensity; active compounds read high
# Dynein transport nuclear GR-EGFP: second read-out of Dynein transport, no call of its own (marks repeat the call); z-score; measured here: nuclear GR-EGFP intensity;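 lower value marks the stronger effect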
# Dynein transport cell count: further read-out of Dynein transport, marked with its call; z-score; measured here: cell count per field
# Active calls of the source: *; · = no result given; [ ] = another dose, or the depositor's remark. Cut-off read from the data, not from the text of the source, unless noted: active = inhibition above about 50%; inactive = the rest. An excerpt; count on the stated rates, not on these rows.
SMILES,P. falciparum M17LAP,GPR55 beta-arrestin,M1AAP inhibition,KOR beta-arrestin-1,HEK293 NOD2/NF-kB,NOD1 inhibition,Dynein transport,Dynein transport cytoplasmic EGFP,Dynein transport nuclear GR-EGFP,Dynein transport cell count,AID2073,KOR beta-arrestin-2
COc1ccc(-c2cn3c(C)c(C(=O)Nc4cc(NC(C)=O)ccc4OC)sc3n2)cc1,-4%,0.6%,4%,-8.0%,18%,-7%,1.5,-0.25,0.44,0.34,16%,12%
O=C(NCCCO)c1cc2c([nH]c3ccccc32)c(-c2ccc(F)cc2)n1,·,-0.1%,·,1.3%,12%,-5%,·,·,·,·,16%,-3%
COCCNC(=O)CSc1cc(=O)n(C)c2cc(Cl)ccc12,-4%,-0.3%,9%,-2.0%,17%,-16%,0.028,-0.38,0.21,0.52,20%,-35%
Cc1ccc(-c2nc(N)sc2-c2ccccc2)cc1C,6%,-0.4%,14%,1.4%,6%,-14%,-0.48,-0.26,-0.37,0.87,-9%,·
CCOc1ccc(-n2c(=O)c3sccc3n(CC(=O)NCC3CCCO3)c2=O)cc1 (centres undefined),·,·,·,-4.3%,9%,-24%,·,·,·,·,10%,0%
Cn1c(=O)c([N+](=O)[O-])c(NCc2ccccc2Cl)c2ccccc21,-1%,-0.1%,0%,2.5%,20%,4%,-0.38,-0.25,-0.52,1,-21%,16%
O=C(CN1C(=O)COc2ccc(S(=O)(=O)N3CCCC3)cc21)NCc1ccccn1,-4%,-0.1%,0%,-0.5%,16%,-7%,0.091,-0.23,0.65,0.28,31%,1%
CCC(=O)Nc1cccc(C2=NOC3(C2)C[C@@H](C(N)=O)N(C(=O)c2ccc(OC)cc2)C3)c1 (some centres undefined),-1%,-0.2%,3%,4.1%,14%,3%,0.051,-0.82,0.075,0.68,-6%,0%
COc1ccc(/C(O)=C2/C(=O)C(=O)N(c3ccccn3)C2c2ccc(C(C)C)cc2)cc1 (centres undefined),·,-0.1%,·,-2.2%,-62%,-7%,·,·,·,·,15%,10%
COCCOC(=O)c1c(NC(=O)CN(C)c2ccccc2)sc(C(N)=O)c1C,-2%,0.2%,2%,-4.1%,12%,21%,-0.43,-0.12,-0.18,0.15,4%,-33%
COc1ccc(-c2cc(C(=O)c3c(N)n(C)c(=O)n(C)c3=O)c3ccccc3n2)cc1,-5%,0.4%,-2%,-0.1%,-113%,-1%,-0.41,-0.27,-0.33,0.44,10%,21%
Cc1ccccc1OCC(=O)OCC(=O)Nc1ccc(N2CCOCC2)cc1,-5%,0.2%,-1%,0.2%,-23%,-6%,-0.41,-0.2,0.23,0.14,-4%,-20%
NS(=O)(=O)c1ccc(NCc2ccccc2OCc2ccc(F)cc2)cc1,-1%,0.0%,3%,1.6%,14%,36%,0.19,-0.22,0.74,-0.35,15%,-22%
CCCCCOc1ccc(C(=O)OC(C)C(=O)NCc2ccco2)cc1 (centres undefined),·,-0.1%,·,2.0%,-1%,9%,·,·,·,·,10%,-2%
O=C(CSc1nc2ccccc2s1)Nc1cc(S(=O)(=O)N2CCOCC2)ccc1O,-12%,-0.2%,16%,6.7%,-7%,-27%,0.79,-0.032,0.65,-1.4,-19%,-24%
O=c1cc(/N=C/c2coc3cc(Br)ccc3c2=O)[nH]c(=S)[nH]1,0%,-0.1%,19%,-0.1%,3%,-5%,-0.12,-0.25,-0.1,0.33,14%,18%
COc1ccc(C)c(-n2c(=O)n(Cc3ccccc3)c(=O)c3[nH]cnc32)c1,8%,0.4%,-1%,-4.4%,-2%,-8%,1.3,-0.23,0.48,-0.66,9%,6.8µM*
O=C(NCCCN1CCCC1=O)c1ccc(Cl)c(NS(=O)(=O)c2ccc(F)cc2)c1,-2%,-0.3%,1%,-0.2%,3%,14%,-0.19,-0.3,-0.15,0.04,1%,-42%
CCOC(=O)NC(=O)CSc1cc(C)c2cc(C)cc(C)c2n1,5%,0.6%,5%,14%,8%,25%,-0.21,-0.2,-0.055,0.022,14%,-54%
O=C(COC(=O)/C=C/c1cccc(F)c1)NNC(=O)c1ccccc1,-9%,-0.4%,-9%,-4.1%,5%,-11%,-0.071,-0.31,0.15,0.37,-5%,2%
CCn1nc(C(=O)Nc2ccc3nc(C)sc3c2)c2ccccc2c1=O,8%,0.4%,3%,20%,2%,29%,0.042,-0.23,-0.41,-0.92,3%,-29%
CCC(Oc1ccc(C)cc1)C(=O)Nc1ccc(S(=O)(=O)Nc2cc(C)on2)cc1 (centres undefined),·,0.2%,·,0.4%,14%,-20%,·,·,·,·,-6%,-21%
Cc1cc(C)c(C(N)=O)c(Nc2cccc3ccccc23)n1,21%,0.4%,5%,-0.8%,7%,-31%,-1.1,-0.24,-0.56,1,-4%,30%
CC1=C(C(=O)Nc2cc(C(=O)N3CCC(C)CC3)ccc2C)SCCO1,·,-0.1%,·,-2.6%,15%,-30%,·,·,·,·,6%,-7%
Cc1ccccc1CN1CCNC(=O)C1CC(=O)N(C)CCC1CCOCC1 (centres undefined),·,-0.1%,·,-0.6%,9%,0%,·,·,·,·,38%,-15%
O=C(Nc1ccccc1)c1cc2ccc3ccccc3c2s1,9%,-0.1%,-2%,9.6%,-101%,-10%,-0.41,-0.21,0.21,-0.38,14%,-5%
C=CCn1c(=O)c2c(nc(Br)n2Cc2ccccc2Cl)n(C)c1=O,0%,-0.1%,7%,3.2%,27%,13%,0.68,-0.2,1.4,-0.71,-1%,-10%
CCOc1ccc(N/C(C)=C/C(=O)c2ccc(C)o2)cc1,-7%,-0.1%,-1%,-3.9%,-33%,-49%,-0.75,-0.25,-0.17,0.33,-3%,40%
COc1ccc(CCNCC(O)COc2cccc(Br)c2)cc1 (centres undefined),-2%,-0.3%,7%,0.2%,-1%,11%,0.4,0.47,1.1,-0.68,-12%,-37%
CC(C)NC(=S)Nc1c(N)[nH]c(=O)[nH]c1=O,-3%,-0.1%,6%,-0.2%,28%,7%,1,-0.21,0.26,-0.71,-18%,12%
COCCn1c(C)cc(C(=O)CSc2nnc3ccccn23)c1C,2%,-0.2%,3%,-0.7%,·,·,-1.4,-0.23,-0.73,0.85,-2%,0%
COc1cccc2cc(C(=O)N(C)C)c(=O)oc12,10%,0.8%,19%,5.2%,5%,·,1.2,-0.25,0.46,-0.66,15%,8%
Cc1cc(OCC(=O)Nc2cc(-c3nn4c(C)nnc4s3)ccc2C)ccc1Cl,2%,0.4%,2%,-1.0%,10%,-64%,-0.064,-0.15,0.15,-0.35,-5%,10%
Cc1ccc(N2CC(C(N)=O)CC2=O)cc1C (centres undefined),4%,-0.2%,2%,1.2%,2%,·,0.2,-0.25,-0.072,0.88,-1%,28%
CCN(CC)C(=O)CSc1nc(-c2ccccc2)cc(=O)[nH]1,2%,-0.1%,6%,0.8%,3%,-16%,0.42,-0.26,0.39,-0.27,20%,-9%
COc1ccccc1CNS(=O)(=O)c1ccc2c(c1)CC(C)N2C(=O)C1CC1 (centres undefined),·,-0.1%,·,-5.2%,28%,3%,·,·,·,·,11%,-7%
O=C(Nc1nnc(-c2ccco2)o1)c1ccc(Cl)s1,·,0.0%,·,0.6%,9%,-40%,·,·,·,·,11%,2%
O=C(CSc1ncn(-c2ccccc2)n1)NCc1ccccc1,12%,-0.1%,6%,4.0%,3%,-26%,0.087,0.029,0.22,1.1,-4%,-6%
COC(=O)c1ccc(CSc2nc3c(c(=O)n2-c2ccc(C)cc2)SCC3)o1,0%,0.6%,10%,-4.7%,23%,-1%,1.6,0.051,0.91,-2.1,-2%,-3%
O=C(c1cccc(S(=O)(=O)N2CCCCC2)c1)N1CCCCC1,6%,0.6%,-4%,0.3%,9%,-20%,0.053,-0.22,0.008,0.93,5%,-11%

# Continued; it opens with the three that closed the last part.
SMILES,P. falciparum M17LAP,GPR55 beta-arrestin,M1AAP inhibition,KOR beta-arrestin-1,HEK293 NOD2/NF-kB,NOD1 inhibition,Dynein transport,Dynein transport cytoplasmic EGFP,Dynein transport nuclear GR-EGFP,Dynein transport cell count,AID2073,KOR beta-arrestin-2
O=C(CSc1ncn(-c2ccccc2)n1)NCc1ccccc1,12%,-0.1%,6%,4.0%,3%,-26%,0.087,0.029,0.22,1.1,-4%,-6%
COC(=O)c1ccc(CSc2nc3c(c(=O)n2-c2ccc(C)cc2)SCC3)o1,0%,0.6%,10%,-4.7%,23%,-1%,1.6,0.051,0.91,-2.1,-2%,-3%
O=C(c1cccc(S(=O)(=O)N2CCCCC2)c1)N1CCCCC1,6%,0.6%,-4%,0.3%,9%,-20%,0.053,-0.22,0.008,0.93,5%,-11%
O=C1NC2(CCCCC2)C(=O)N1Cc1ccc([N+](=O)[O-])cc1,-4%,-0.1%,4%,-1.5%,-25%,-31%,0.057,-0.17,-0.3,-0.18,-1%,-10%
CCCC(=O)NCCc1ccc(S(N)(=O)=O)cc1,-2%,-0.1%,-9%,-2.1%,13%,19%,-0.094,-0.17,0.051,0.42,1%,-6%
Cc1nn(C)c(=O)n1-c1ccc(Oc2ccccc2)cc1,-5%,0.1%,5%,-2.9%,1%,-24%,·,·,·,·,0%,6%
Cc1ccc(OCC(=O)Nc2cccc3nsnc23)c(C)c1,-8%,0.3%,-2%,5.9%,-5%,-30%,-0.24,-0.23,0.14,1,18%,-15%
Cc1nc(C)c(-c2csc(N)n2)s1,4%,-0.1%,1%,·,8%,-24%,1.4,-0.23,1.2,-1.1,2%,-32%[20 µM]
CC(C)[C@@H]1COC(c2cccc(C3=N[C@H](C(C)C)CO3)n2)=N1,·,0.8%,·,-3.0%,3%,11%,·,·,·,·,9%,-11%[20 µM]
CCCCNC(=O)C1CC(=O)N(C2CCCC2)C1 (centres undefined),-2%,0.4%,0%,-7.0%,-3%,-8%,0.94,0.82,0.71,-0.83,13%,-17%
O=C(CSc1nc(-c2ccccc2)c(-c2ccccc2)[nH]1)NCC1CCCO1 (centres undefined),2%,-0.4%,3%,-3.0%,4%,9%,0.079,0.038,-0.21,-0.24,3%,25%
Cc1ccc(N(CC(=O)NCc2ccccc2)C(=O)CCC(=O)Nc2nccs2)cc1,·,0.0%,·,-6.6%,7%,-7%,·,·,·,·,-1%,-8%
